TNAP inh no acc – human TNAP enzyme inhibitors, primary screen, biochemical, luminescent, no phosphate acceptor, uHTS; Alkaline phosphatase, tissue-nonspecific isozyme (Homo sapiens), P05186; purified TNAP, CDP-star luminescence, 30 min; inhibition, % at 20 µM; 0.26% of 200,000 active; AID 1012, 2008;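 active = tissue-nonspecific alkaline phosphatase inhibition above about 50% at 20 µM in the single-dose screen, limit read from the data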;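 also: 0% = DMSO negative control and 100% = EDTA positive control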
Target sequence (P05186 whole entry, looked up): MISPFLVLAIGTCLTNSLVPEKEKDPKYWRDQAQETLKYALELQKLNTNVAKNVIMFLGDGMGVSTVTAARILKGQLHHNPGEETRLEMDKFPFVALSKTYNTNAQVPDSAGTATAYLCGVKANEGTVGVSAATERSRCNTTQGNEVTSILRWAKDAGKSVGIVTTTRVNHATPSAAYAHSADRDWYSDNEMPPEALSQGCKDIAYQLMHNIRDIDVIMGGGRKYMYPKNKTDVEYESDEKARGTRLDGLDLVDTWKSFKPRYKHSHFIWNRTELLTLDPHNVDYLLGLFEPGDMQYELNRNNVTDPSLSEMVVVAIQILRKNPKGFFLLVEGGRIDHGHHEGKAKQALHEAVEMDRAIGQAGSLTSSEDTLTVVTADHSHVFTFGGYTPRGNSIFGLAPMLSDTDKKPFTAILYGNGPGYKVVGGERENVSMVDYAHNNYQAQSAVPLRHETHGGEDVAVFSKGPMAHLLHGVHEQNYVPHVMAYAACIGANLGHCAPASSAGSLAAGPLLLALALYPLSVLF
Lmaj promast – Leishmania major promastigote growth inhibition, primary screen. Leishmania major promastigotes, resazurin fluorescence viability. inhibition, % at 10 µM. 9% of 200,000 active. AID 1063, 2008; in the data active = inhibition above about 50%;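 also: promastigotes grown with compound for 44 hours at 28 °C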
FLuc inhib CS – firefly luciferase enzyme inhibitors, primary screen, artefact control for luciferase-based inhibitor screens, biochemical, luminescence, ATPLite; AID 1006, 2008; Luciferin 4-monooxygenase (Photinus pyralis), P08659; 1.5% of 200,000 active; inhibition, % at 10 µM; 10 min;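 active = inhibition above about 50% when tested at 10 µM, limit read from the data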
APP 5UTR inh – inhibitors of APP translation via 5'UTR reporter, primary screen, APP 5'UTR luciferase, SH-SY5Y cells. SH-SY5Y APP 5'UTR-luciferase reporter, luminescence. inhibition, % at 2 µM. 0.82% of 190,000 active;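 active = inhibition above a set limit, derived from the sample mean plus 3 SD, cut at about 45% in these data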; also: values of inactives mirror those of a sister screen read the other way
TNAP act hiacc – TNAP activators at high phosphate acceptor level, primary screen, biochemical, luminescence, uHTS. purified TNAP, CDP-star luminescence, 1 M DEA, 30 min; active compounds read high; 0 = EDTA background, 1 = DMSO-only activity. activation factor at 20 µM. 200,000 tested, under 10 active. AID 1136, 2008;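 active = activation factor at least 2 at 20 µM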
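Assay system: human TNAP; Input: enzyme diluted 1/800 final; Reagent: CDP-star luminogenic substrate at 100 µM final; Timing: 30 min, room temperature; Signal: luminescence; Evaluation: TNAP activation factor scaled between EDTA and DMSO control wells.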
TNAP inh hi DEA – human TNAP enzyme inhibitors, primary screen, biochemical, luminescent, high phosphate acceptor level, uHTS | Alkaline phosphatase, tissue-nonspecific isozyme (Homo sapiens), P05186 | purified TNAP, CDP-star luminescence, 1 M DEA | inhibition, % at 20 µM | 0.03% of 200,000 active | AID 1135, 2008;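 active = over 50% inhibition of tissue-nonspecific alkaline phosphatase at 20 µM in the single-dose screen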;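 also: plate controls were DMSO wells for no effect and EDTA-quenched wells as full inhibition for full effect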
bIAP inh – bovine intestinal alkaline phosphatase inhibitors, primary screen, selectivity assay for TNAP inhibitor project, biochemical, bovine IAP, CDP-star luminescence; purified bovine IAP, 30 min; 190,000 tested, under 10 active; inhibition, % at 20 µM;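 active = over 50% inhibition of intestinal alkaline phosphatase at 20 µM in the single-dose screen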
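System: Purified bovine intestinal alkaline phosphatase (IAP) enzyme | Input: IAP diluted 1/65,000,000 in the well | Also added: CDP-star chemiluminescent phosphatase substrate, 30 µM final | Dosing: 20 µM single dose | Times: Enzyme reaction for 30 min at room temperature | Detection: Luminescence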
FLuc act counter – FLuc activators, initial screening, artefact control for FLuc-dependent activation tests, biochemical, ATPlite luminescence. 200,000 tested, under 10 active. activation factor at 10 µM. ATPlite luciferase biochemical, 10 min; 0 = ATP-free wells, 1 = DMSO control;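 active = luciferase activation factor, scaled between plate controls, of at least 2 with compound at 10 µM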
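Assay system: Luciferase/luciferin detection reagent, cell-free biochemical luciferase assay / Read-out: luciferase activation / Benchmarks: No-ATP low control, compound-free enzyme-plus-ATP high control / Medium: PBS buffer for ATP / Detection: luminescence measurement of luciferase light output / Schedule: 10 min at ambient temperature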
RAM network inh – inhibitors of the yeast RAM network, primary screen, dse1pr::URA3 reporter, 5-FOA selection; 1.8% of 190,000 active; S. cerevisiae dse1pr::URA3 reporter, 5-FOA growth OD615, 2 d; analog-sensitive cbk1-as2 kinase mutant strain; inhibition, % at 50 µM;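 active = inhibition above a set limit, 3 SD over mean compound inhibition, cut at about 8.4% in these data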;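 also: 0% = DMSO-only wells with no growth and 100% = 10 µM 1-NA-PP1 full growth; inhibition rescues growth on 5-FOA so higher OD means more RAM inhibition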
bIAP act – bovine intestinal alkaline phosphatase activators, primary screen, biochemical, bovine IAP, CDP-star luminescence; purified bovine IAP, 30 min; active compounds read high; fold of DMSO-control signal, blank-subtracted; activation factor at 20 µM; 0.17% of 200,000 active;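 active = activation factor of 2 or more at 20 µM, a signal rise over negative controls twice the positive control's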
The depositor's hits bear a star.

molecule,TNAP inh no acc,Lmaj promast,FLuc inhib CS,APP 5UTR inh,TNAP act hiacc,TNAP inh hi DEA,bIAP inh,FLuc act counter,RAM network inh,bIAP act
O=C1CCCC2=C1C(c1ccco1)Nc1ccc(C(=O)c3ccccc3)cc1N2 (stereo not given),-9,73*,-4,-10,0.9,8,4,1,1.9,1
Cc1ccccc1NC(=S)NCc1ccc2[nH]c3c(c2c1)CCCC3,-8,33,-3,-21,1,-4,7,1,3.6,0.9
CC(C)(C)Cc1nnc(NC(=O)c2ccc([N+](=O)[O-])cc2)s1,-4,-4,-1,-15,1,2,-10,1,4.0,1.1
COc1ccc2c(c1)-c1nc(/N=C/c3c(O)ccc4ccccc34)sc1CC2,2,81*,-2,18,1,4,-9,1,0.8,1.1
CCN(CC)S(=O)(=O)c1ccc(/C=C/C(=O)OCC(=O)Nc2ccc(S(N)(=O)=O)cc2)cc1,-7,-4,-3,12,1.1,-7,7,1,0.4,0.9
Nc1nnc(COc2ccc(Br)cc2Br)s1,-8,7,18,-42,1,-4,9,0.8,6.3,0.9
Cc1cc(C)cc(N2C(=O)C3CC=CCC3C2=O)c1 (stereo not given),0,-2,3,10,0.9,6,8,1,0.0,0.9
COc1ccc(NC2c3ccccc3C(=O)N2Cc2ccco2)cc1OC (stereo not given),-8,-1,-4,-9,1,-4,15,1,1.2,0.8
Cc1ccc(CN(C(=O)c2cc(=O)c3cc(Cl)c(C)cc3o2)C2CCS(=O)(=O)C2)cc1 (stereo not given),-4,8,-3,3,1,-2,2,1,2.3,1
O=C(O)C1CC(=O)N(C2CCCCCC2)C1 (stereo not given),-10,-10,-8,-5,1.1,-6,3,1.1,0.0,1
O=C(Nc1ccc2c(c1)OCO2)N1CCOCC1,-11,-8,-1,-16,1,-2,7,1,0.0,0.9
Cc1occc1-c1nnc(SCC(N)=O)o1,2,0,-6,-23,1,-5,-7,1.1,2.2,1.1
Cc1cccc(C)c1NC(=O)COC(=O)C1CC(=O)N(Cc2ccccc2)C1 (stereo not given),-6,-5,-3,3,1,0,-1,1,1.1,1
CC1(C)COC(c2cccn2Cc2ccc(F)cc2Cl)=N1,-12,-3,-10,3,1.1,-6,14,1.1,1.5,0.9
CN1CCN(c2nc3c(c(=O)[nH]c(=O)n3C)n2CCOc2ccccc2)CC1,-6,-2,-8,-2,1.1,-6,-6,1.1,2.2,1.1
CCOC(=O)c1c(/N=C/c2ccc(O)cc2O)sc2c1CCC2,-14,24,-6,-2,1,1,-11,1.1,1.2,1.1
COc1cccc(C2C(C#N)=C(N)Oc3c2oc(CO)cc3=O)c1OC (stereo not given),-14,-4,-3,-7,1,0,1,1,0.7,1
COc1cc(C(=O)NCc2ccc(-n3cccc3)cc2)cc(OC)c1OC,-7,23,-2,13,1,-1,-1,1,2.4,1
CN(C)CCNC(=O)c1c(O)c2c([nH]c1=O)CCCC2,-7,0,-6,-23,1.1,-5,-1,1.1,1.3,1
CCC(C)(C)n1nnnc1C(c1cccs1)N1CCN(c2nc3ccccc3s2)CC1 (stereo not given),-7,81*,-3,17,1,-2,-6,1,4.0,1.1
Cc1ccc(O)c(N=Cc2sc3ccccc3c2Cl)c1,16,22,28,12,1,2,15,0.7,0.6,0.8
N#Cc1c(-c2ccccc2)nc(SCC(=O)NC2CCCCC2)[nH]c1=O,2,1,-6,9,1,1,-10,1.1,1.8,1.1
COc1cccc(/C=N/NC(=S)Nc2cccnc2)c1,-6,0,16,-44,1,-2,0,0.8,2.4,1
O=C(O)CSc1nnnn1C1CCCCC1,-5,-5,-1,-16,1.1,-6,-2,1,0.5,1
Cc1ccc(NC(=O)Cn2c([N+](=O)[O-])cnc2C)cc1,-5,0,-5,7,1,1,3,1,1.2,1
c1ccc2oc(-c3ccc(Nc4nc(N5CCCCC5)nc(N5CCOCC5)n4)cc3)nc2c1,-6,74*,-7,-11,1,-3,0,1.1,1.1,1
CSc1nc(-c2ccccc2)nn1S(=O)(=O)c1ccccc1,54*,-4,2,-5,1,-3,17,1,-0.8,0.8
O=c1c2cnn(-c3ccccc3)c2ncn1CCc1ccccc1,-4,-5,2,-25,1,-4,2,1,2.9,1
CCN(CC)C(=O)CSc1nnc(-c2cc(OC)cc(OC)c2)o1,-9,3,0,-11,1,-3,14,1,0.6,0.9
CCN(CC)CCN1C(=O)C(O)=C(C(=O)c2sc(C)nc2C)C1c1cccnc1 (stereo not given),-11,3,0,14,1,-3,-2,1,1.3,1
COc1ccc(C[C@H]2CN3C(=NC[C@@H]3C(C)C)N2CCNC(=O)c2ccc(C)c(Br)c2)cc1,-10,99*,-6,1,1.1,-8,-58,1.1,1.2,1.6
Cc1ccc(C[n+]2cccc(-c3ccccc3)c2)c(C)c1,-4,91*,-2,-4,1,-3,-1,1,1.8,1
Cc1ccc(N2CC(C(=O)Nc3ccc4c(c3)OCO4)CC2=O)cc1 (stereo not given),-8,-6,3,11,1.1,-7,5,1,6.0,1
CC(=O)Nc1ccc(S(=O)(=O)NCC2CCC(C(=O)N3CCCCCC3)CC2)cc1 (stereo not given),-7,1,-1,7,1,-3,-4,1,1.0,1
COC(=O)c1cn(-c2cccc(C)n2)cn1,-13,-1,0,-11,1.1,-6,2,1,0.6,1
CCC(=O)Nc1ccc(Cl)c(NC(=S)NC(=O)COc2ccc(Cl)cc2)c1,-10,-4,0,-4,1,0,12,1,4.2,0.9
COCCNC(=O)C(=O)NCC1OCCN1C(=O)c1ccc(Cl)cc1 (stereo not given),-8,-1,-13,3,1,-3,6,1.1,0.0,0.9
COCCC(=O)N1CCCC(CCC(=O)NCc2ccc(F)c(F)c2)C1 (stereo not given),-6,-9,-10,-21,1,-1,0,1.1,3.0,1
OCCN1CCN(C(=S)Nc2ccc(SC(F)F)cc2)CC1,-9,14,5,2,1,-4,6,0.9,5.4,0.9
O=C(COc1ccccc1)N1CCNC1=O,-1,-4,-8,6,1,-2,5,1.1,0.7,0.9
CCS(=O)(=O)c1ccc2c(c1)N(S(C)(=O)=O)CC(C(=O)NC1CC1)O2 (stereo not given),-11,0,-8,-3,1,-3,-9,1.1,1.0,1.1
Cc1cccc(C(=O)N2CCC(=O)N(C(COCc3cccc(Cl)c3)Cc3ccccc3)CC2)c1 (stereo not given),-3,25,-2,8,1,-2,-21,1,5.4,1.2
Cc1ccnc2ccc(SC(F)(F)F)cc12,-6,-9,-3,-2,1,0,11,1,0.9,0.9
Cc1ccc([C@@H]2C[C@H]3CN(Cc4cccc(Cl)c4)C(=O)[C@]34CCCN24)o1,-3,4,-7,-18,1,-2,0,1.1,0.0,1
O=C(Cc1c(C(=O)O)[nH]c2ccccc12)NC1CCCC1,-9,-5,-1,-22,1,-2,-30,1,0.4,1.3
CCOc1cccc(/C=N/NC(=O)c2cc(-c3cccn3C)n[nH]2)c1O,-170,98*,24,43,1,-2,-12,0.8,2.6,1.1
CCN(Cc1ccccc1)C(=O)c1nn(-c2ccc(OC)cc2)c(=O)c2c1c1ccccc1n2C,-9,50*,-4,0,1,-2,-13,1,7.2,1.1
COc1cc(/C=C2\C(=O)N(c3ccc(S(N)(=O)=O)cc3)N=C2C)ccc1OC(=O)c1ccco1,-10,-4,-11,-28,0.7,27,20,1.1,3.3,0.8
COc1ccc(N(CC(=O)NN=C2CCCCCCC2)S(=O)(=O)c2ccccc2)cc1,-4,-5,-3,-6,1,-2,-6,1,0.6,1.1
Cc1ccc(NC2SC(=O)N(Cc3cccc(C(=O)O)c3)C2=O)cc1 (stereo not given),-12,-5,-1,-9,1.1,-7,0,1,0.8,1
Cc1nc(C)c(/C(O)=C/c2nc3ccccc3oc2=O)s1,26,76*,19,-1,0.7,28,18,0.8,-0.1,0.8
O=S(=O)(Cc1cc(-c2ccccc2Cl)no1)c1ccccc1,-24,6,11,-68,1,-4,22,0.9,2.1,0.8

3 of the compounds above, with two lines to a compound.
Value order – TNAP inh no acc	Lmaj promast	FLuc inhib CS	APP 5UTR inh	TNAP act hiacc	TNAP inh hi DEA	bIAP inh	FLuc act counter	RAM network inh	bIAP act
- O=C(Cc1c(C(=O)O)[nH]c2ccccc12)NC1CCCC1
→ -9	-5	-1	-22	1	-2	-30	1	0.4	1.3
- CCOc1cccc(/C=N/NC(=O)c2cc(-c3cccn3C)n[nH]2)c1O
→ -170	98*	24	43	1	-2	-12	0.8	2.6	1.1
- CCN(Cc1ccccc1)C(=O)c1nn(-c2ccc(OC)cc2)c(=O)c2c1c1ccccc1n2C
→ -9	50*	-4	0	1	-2	-13	1	7.2	1.1

Structures shown so far that contain an aryl thioether with sulfur outside any ring (seven):
molecule,TNAP inh no acc,Lmaj promast,FLuc inhib CS,APP 5UTR inh,TNAP act hiacc,TNAP inh hi DEA,bIAP inh,FLuc act counter,RAM network inh,bIAP act
Cc1occc1-c1nnc(SCC(N)=O)o1,2,0,-6,-23,1,-5,-7,1.1,2.2,1.1
N#Cc1c(-c2ccccc2)nc(SCC(=O)NC2CCCCC2)[nH]c1=O,2,1,-6,9,1,1,-10,1.1,1.8,1.1
O=C(O)CSc1nnnn1C1CCCCC1,-5,-5,-1,-16,1.1,-6,-2,1,0.5,1
CSc1nc(-c2ccccc2)nn1S(=O)(=O)c1ccccc1,54*,-4,2,-5,1,-3,17,1,-0.8,0.8
CCN(CC)C(=O)CSc1nnc(-c2cc(OC)cc(OC)c2)o1,-9,3,0,-11,1,-3,14,1,0.6,0.9
OCCN1CCN(C(=S)Nc2ccc(SC(F)F)cc2)CC1,-9,14,5,2,1,-4,6,0.9,5.4,0.9
Cc1ccnc2ccc(SC(F)(F)F)cc12,-6,-9,-3,-2,1,0,11,1,0.9,0.9

Assay outcomes (PubChem)
